High-throughput results (PubChem)
14-3-3 PPI: modulators of human 14-3-3 gamma - Raf peptide interaction; inhibition, % at 40 µM; hit rate 0.19% among 160,000; FP, 14-3-3gamma / TMR-pS259-Raf peptide binding; in the data active means inhibition above about 30%;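 further: 0% = protein plus tracer without compound and 100% = blank with tracer alone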
Target sequence (P61981 whole entry, looked up): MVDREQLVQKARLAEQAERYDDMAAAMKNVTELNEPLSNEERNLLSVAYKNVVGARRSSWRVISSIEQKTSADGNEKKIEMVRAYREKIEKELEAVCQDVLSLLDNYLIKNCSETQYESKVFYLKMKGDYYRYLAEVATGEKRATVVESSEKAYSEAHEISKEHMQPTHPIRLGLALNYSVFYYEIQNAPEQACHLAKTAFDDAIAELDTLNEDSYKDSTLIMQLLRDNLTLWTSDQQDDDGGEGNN
* hit, by the source's call; & = joins results of further samples. Not all compounds are listed; rates above refer to the full screens.

14-3-3 PPI,structure
8,O=C(Cn1nc(-c2ccccc2)ccc1=O)NCCCN1CCOCC1
-2,C=CCn1c(SCC(=O)NCCc2ccccc2)nc2sc3c(c2c1=O)CCC3
-2,O=C(Nc1ccccc1Br)c1cc(S(=O)(=O)NC2CCCCCC2)ccc1F
-40,Oc1ccc(Cl)cc1C=Nc1ccc2oc(Cc3ccc(Cl)cc3)nc2c1
-4,CCc1ccc2[nH]c(=O)c(CN(CCN(CC)CC)C(=O)Nc3ccccc3OC)cc2c1
-2,COc1ccc(-n2c(Cc3cccn3C)nnc2SCC(=O)NCCc2ccccc2)cc1
-7,c1ccc(-c2noc(-c3ccco3)n2)nc1
-53,O=C(O)CCc1ccc(-c2cccs2)n1-c1ccc(O)cc1
1,COc1ccccc1NC(=O)c1c(C)cc(=O)oc1C
2,CC(C)n1nnnc1SCC(=O)NCc1ccco1
10,Cn1cc(C(=O)N2CCCCC2)c(=O)c2cc(S(=O)(=O)N3CCCC3)ccc21
-47,Clc1ccc(CSc2nnc3c(n2)OC(c2ccncc2)Nc2ccccc2-3)cc1 (stereo unspecified)
-16,OCc1nc(-c2ccccc2)n2ccccc12
1,CCC1CCC(C(=O)NC(C(=O)NCc2cccs2)C(C)C)CC1 (stereo unspecified)
-141,O=C(O)c1ccc2c(=O)[nH]c3c(C(=O)NC4CCCCC4)sc(=S)n3c2c1
-8,Cc1cccc(CC(=O)N2CC(=O)Nc3ccc(Br)cc3C2c2ccc(F)cc2)c1 (stereo unspecified)
4,Cc1nc(N2CCCCC2)c2c(C)c(C(=O)N3CCN(Cc4ccc5c(c4)OCO5)CC3)sc2n1
-3,CCOC(=O)N1CCN(C(=O)c2ccc3nc4ccc(Cl)cc4c(=O)n3c2)CC1
6,Cc1cc(-c2csc(NCc3ccco3)n2)ccc1F
-8,CCCOC(=O)CSc1ncnc2sc3c(c12)CCC(C)C3 (stereo unspecified)
-1,CC1=C(C(=O)OC(C)C)C(c2ccc(F)cc2)C(C(=O)OC(C)C)=C(C)N1
3,COCCNC(=O)c1csc2c1CCCC2
-3,CCOC(=O)CNC(=O)CNC(=O)c1ccc(OC)cc1
-6&-4,CCOC(=O)Cn1ncc2c(=O)oc3ccccc3c21
-7,COc1cc2c(cc1OC)C(COc1ccccc1OC)N(C(=O)CC1CCCCC1)CC2 (stereo unspecified)
-5,O=C(C1CCCN(S(=O)(=O)c2ccc(F)cc2)C1)N1CCC(Cc2ccccc2)CC1 (stereo unspecified)
5&-18,CCOc1nc2c(c(=O)n(C)c(=O)n2C)n1Cc1ccccc1Cl
-4,Brc1ccc(CNC23CN4CN(CN(C4)C2)C3)cc1
-8&-11,O=S1(=O)C=C(SCCN2CCCCC2)c2ccccc21
6,Cc1occc1C(=O)N1N=C(C2CC2)CC1(O)C(F)(F)F (stereo unspecified)
-5,COc1ccc(C2NCCC3(O)CCCCC23)c(OC)c1OC (stereo unspecified)
3,Cc1ccc(SCC(=O)NCCCN2CCOCC2)cc1
-1,OC(COc1ccc(OCc2ccccc2)cc1)CN1CCOCC1 (stereo unspecified)
-53,CCOC(=O)CC(=O)CSc1nc(-c2cccs2)ccc1C#N
-2,O=C(NCCC1=CCCCC1)c1cccnc1SCc1ccccc1Cl
3,Cc1nc2nc(SCC(N)=O)[nH]c2cc1Br
-175,CCOc1cc2[nH]c(=S)n(CCN3CCCCC3CC)c(=O)c2cc1OCC (stereo unspecified)
-3,CSc1nc(C)c(C(=O)Nc2ccccc2)c(C)c1C#N
0,CC1(C)COC(C(Cc2ccccc2)N2C(=O)c3ccccc3C2=O)=N1 (stereo unspecified)
-4&-5,Cc1nn(C)c(C)c1S(=O)(=O)N1CCCC(C(=O)NC2CCCCC2)C1 (stereo unspecified)
-1,COc1ccc(CNC(=O)Cn2ccc3ccccc3c2=O)cc1
-10,COc1ccc(CC(=O)N2CCNC2=O)cc1
-9,O=C(O)c1cc2c(cn1)[nH]c1ccccc12
2,O=C(c1ccc(F)cc1)N1CCCCC(Sc2nnc3ccccn23)C1=O (stereo unspecified)
5,CCn1c(SCc2nc3ccccc3c(=O)[nH]2)nc2ccccc2c1=O
-1,Cc1cc(SCC#N)n2nc(C)c(-c3ccccc3)c2n1
-5,O=C(CSc1nc2cc(C(=O)NCc3ccco3)ccc2c(=O)n1C1CCCCC1)c1ccccc1
-33,CCc1ccc(-n2cnc3cc(C(=O)NCCCOC)ccc32)cc1
-8,CC1=C(C(=O)Nc2cccc(C)n2)C(c2ccccc2C(F)(F)F)C2=C(CC(C)(C)CC2=O)N1 (stereo unspecified)
10,O=C(O)CC(NS(=O)(=O)c1cccc([N+](=O)[O-])c1)c1ccccc1 (stereo unspecified)
4&-3,COC(=O)c1ccc(C2C(C(C)=O)=C(O)C(=O)N2CCO)cc1 (stereo unspecified)
1,COc1cc(C(c2sc3nc(C)nn3c2O)N2CCC3(CC2)OCCO3)cc(OC)c1OC (stereo unspecified)
-8,COc1ccc(C2NC(=O)NC(C)=C2C(=O)Nc2ccccc2)cc1 (stereo unspecified)
-2,Cc1ccc(N2CCN(C(=O)c3ccccc3F)CC2)c(C)c1
-6&0,CCOC(=O)Cc1csc(NC(=O)CC)n1
-16,COc1ccc(C2CC(c3c(-c4ccccc4)c4cc(Cl)ccc4[nH]c3=O)=NN2C(=O)CCC(=O)O)cc1 (stereo unspecified)
-8,CCc1c(C(=O)NCc2ccc3c(c2)OCO3)[nH]c(C)c1C(C)=O
7&-10,CN(C)CCCOC(=O)C1c2ccccc2Oc2ccccc21
-6,O=C(COc1ccc(-c2nnc(Nc3ccccc3)c3ccccc23)cc1)N1CCCCC1
-5,CCOC(=O)c1[nH]c(C)c(C(=O)Nc2ccccc2C)c1C

Remaining list, next part:
14-3-3 PPI,structure
-7,Cc1ccc(-c2noc(CN3CCCCC3)n2)cc1
-26,O=C(NCc1ccc2c(c1)OCO2)c1cc(-c2ccc(Br)s2)nc2ccccc12
135*,N#Cc1c(N=Cc2ccc([N+](=O)[O-])cc2)sc2c1CCC2
-2,C=CCN(CC=C)C(=O)c1cc2ccccc2c(=O)o1
-31,Cc1cc(C)cc(NC(=O)c2cc(S(=O)(=O)N3CCc4ccccc43)ccc2F)c1
-5,CCN(CC)C(=O)CC(c1ccc(F)cc1)c1ccco1 (stereo unspecified)
5,O=[N+]([O-])c1ccc2oc(C=Cc3ccc(O)cc3)nc2c1
-6,CN(Cc1ccccc1)C(=O)N[C@@H](Cc1ccccc1)C(=O)O
-3,COc1cccc(-n2c(=O)c3sccc3n(CC(=O)c3ccccc3)c2=O)c1
-3,O=C(Nc1ccc(Sc2ccc([N+](=O)[O-])cc2)cc1)c1ccc2c(c1)C(=O)N(c1nccs1)C2=O
-6,O=C(NCc1ccc(Cl)cc1)C(=O)NCc1cccnc1
-7,Cn1c(=O)c2c(nc(NCCc3ccccc3)n2Cc2ccccc2F)n(C)c1=O
-2,Cc1ccc(F)cc1NC(=O)c1cnc2n(c1=O)CCS2
-48,COc1cc(C2C3=C(CCCC3=O)NC3=C2C(=O)c2ccccc23)ccc1O (stereo unspecified)
5,CCc1ccc(N2C(=O)c3ccccc3NC2c2ccc(Br)cc2)cc1 (stereo unspecified)
0,CCOc1ccc(C(=O)Nc2ccc(C(=O)OC)cc2)cc1Br
-8,COc1cc(C(=O)N2CCN(c3ccccn3)CC2)cc(OC)c1OC
-2,CC(O)c1nc2ccccc2n1Cc1ccccc1 (stereo unspecified)
-8,CCCc1nnc(NC(=O)CCC(=O)N2CCN(CCn3c(C)ccc3C)CC2)s1
-9,Cc1ccc(CNC(=O)CCN2C(=S)NC(C)(C)CC2C)o1 (stereo unspecified)
18,Cc1ccc(-c2cc(=O)c3cc(Cl)ccc3o2)cc1
3&-23,O=C(NCCc1c[nH]c2ccccc12)c1cnc2n(c1=O)CCS2
-1,CCn1c(SCC(=O)Nc2ccccc2)nnc1-c1ccc(S(=O)(=O)N2CCOCC2)cc1
-9,O=c1c(Cc2cccc(Br)c2)c(O)nc(Nc2ccccc2)n1-c1ccccc1
-1,CC1(C)CC(=O)C(C=NCCN2CCN(C(=O)c3ccccc3)CC2)=C(O)C1
-1,COc1cccc(C(=O)NCC2CCN(c3ccc(S(=O)(=O)N4CCOCC4)cc3)CC2)c1
-8,O=S(=O)(c1ccc(N2CCN(c3ccc(F)cc3)CC2)cc1)N1CCCC1
-6,Cc1cccc(CSc2nc3c(c(=O)n2-c2ccc(Br)cc2)SCC3)c1
0&-5,C=CCSc1nc(C)c(CC(=O)OCCCC)c(=O)[nH]1
2,Cc1ccc(N2C(=O)CC2(C(=O)NC2CCCCC2)c2cccs2)cc1 (stereo unspecified)
-13,CN(Cc1ccccc1)S(=O)(=O)c1ccc(C(=O)Nc2nc(-c3ccccn3)cs2)cc1
2,CCOc1ccc(C(C)=O)cc1CSc1nnc(-c2cccs2)n1CC1CCCO1 (stereo unspecified)
-6,O=C(Cc1cccs1)NCc1ccc(F)cc1
-7,O=C(CN(Cc1ccccc1)S(=O)(=O)c1ccc(Br)cc1)NCc1cccnc1
10,O=C1CC(C(=O)NCc2ccccc2)N=C(N2CCCCC2)N1 (stereo unspecified)
-4,CCOCCCNC(=O)c1ccc2c(c1)N(CC)C(=O)c1ccccc1S2
-4,COc1cc(C2C(C(=O)Nc3ccc(Br)cn3)=C(C)NC3=C2C(=O)CCC3)ccc1O (stereo unspecified)
1,O=C(COC(=O)c1cncc(Br)c1)NCC1CCCO1 (stereo unspecified)
-8,CC1CCN(CCn2c(=S)[nH]c3cc4c(cc3c2=O)OCO4)CC1
-8,O=C(CSc1nccn1-c1ccc([N+](=O)[O-])cc1)Nc1ccc2c(c1)OCCO2
-273,CC[n+]1c(C=CN(C)c2ccccc2)sc2ccc(OC)cc21
-1,Cc1c(C)n(Cc2ccccc2)c2ncnc(N)c12
-8,O=C(C1=COCCO1)N1CCN(S(=O)(=O)c2cccc(Cl)c2Cl)CC1
-25,CCOc1cc2[nH]c(=S)n(CCC(=O)NC3CCCC(C)C3C)c(=O)c2cc1OCC (stereo unspecified)
-5,NC(=O)c1nn2c(c1Cl)NC(c1ccco1)CC2C(F)(F)F (stereo unspecified)
0,CCOC(=O)COc1ccc2c(c1)c(C(C)=O)c(C)n2-c1ccc(OC)cc1
-6,CCOC(=O)C1=C(C)NC2=C(C(=O)CC(C)(C)C2)C1c1ccco1 (stereo unspecified)
2,COC(=O)CCC(=O)N1CCc2cc(S(=O)(=O)N3CCN(c4ccccc4Cl)CC3)ccc21
-13,O=[N+]([O-])c1ccc(N2CCN(S(=O)(=O)c3ccccc3)CC2)cc1NCCOc1ccc(Cl)cc1
1,Cc1ccccc1-n1nc([N+](=O)[O-])c(N2CCCCCC2)[n+]1[O-]
8,COc1ccc(OC)c(C2c3c(oc4ccccc4c3=O)C(=O)N2CCCN(C)C)c1 (stereo unspecified)
6,Cc1ccc(-c2nc(CS(=O)(=O)CC(=O)N3CCc4ccccc4C3)c(C)o2)cc1
-7,CC1=C(C(=O)OC2CCCCCCC2)C(c2ccc(Cl)cc2)NC(=O)N1 (stereo unspecified)
-18,Cc1nc2scc(-c3ccccc3)c2c(=O)[nH]1
-14,Cc1ccc2c(=O)cc(-c3cccc([N+](=O)[O-])c3)oc2c1
0,CCOc1ccc(-c2cc(C(=O)NCc3ccco3)c3ccccc3n2)cc1
-14,CCOc1ccc(NS(=O)(=O)c2ccc3c(c2)CCN3C(=O)C2CCC2)cc1
-22,CC1=C(C(=O)OCc2ccccc2)C(c2ccc(N(C)C)cc2)C2=C(CC(c3ccccc3)CC2=O)N1 (stereo unspecified)
-16,O=C(O)Cn1c(SCCOc2ccccc2F)nc2ccccc21
-9,CC(C)Cn1c(SCc2ccc(Cl)cc2)nnc1-c1ccncc1

The list continues.
14-3-3 PPI,structure
-5&-3,c1ccc(N2CCN(Cc3cn4cccnc4n3)CC2)cc1
6,CC(C)(C)n1nc2c(c1NC(=O)CC1CCCCC1)CS(=O)C2 (stereo unspecified)
4,CCc1ccc(OCC(=O)Nc2cc3nn(-c4ccccc4)nc3cc2C)cc1
1,O=C(Nc1ccc([N+](=O)[O-])cc1)C1C(c2ccccc2)=C1c1ccccc1
-20,O=C(Nc1ncc(Cc2ccc(F)cc2)s1)c1sc2ccccc2c1Cl
-6,COc1ccc(S(=O)(=O)N2CCN(c3ccc4nnc(-c5ccc(F)cc5)n4n3)CC2)cc1
-4,COc1ccc2nc(NC(=O)NC34CC5CC(CC(C5)C3)C4)sc2c1
-6,COc1ccc(CCNC(=O)NC(C(F)(F)F)C(F)(F)F)cc1OC
-8,Cn1c2ccccc2c2c(C(=O)NCCN3CCN(Cc4ccccc4)CC3)cn(C3CCCC3)c(=O)c21
-6&3,COc1ccc(NC(=O)CN2CCN(c3ccccc3F)CC2)cc1
